From PubChem BioAssay
HCT116 bCat-KO – beta-catenin-lacking colon tumor cell growth suppression; HCT116 beta-catenin knockout viability, CellTiter-Glo, 60 h; active compounds read low; viability, % at 10 µM; hit rate 1.5% among 140,000;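 active means viability at or under a set limit, the compound median less 4 SD, cut at about 6% in these data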;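 further: 0% = Hyamine 1622 control at 20 µM and 100% = untreated cell control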
NPY Y2 blocker – blocks the human neuropeptide Y Y2 receptor. P49146. NPY-Y2 expressing cells, antagonist mode. inhibition, % at 2.7 µM. hit rate 0.99% among 140,000. AID 793; in the data active means inhibition above about 17%;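 further: 0% = vehicle with agonist challenge and 100% = reference antagonist with challenge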
Target sequence (P49146 whole entry, looked up): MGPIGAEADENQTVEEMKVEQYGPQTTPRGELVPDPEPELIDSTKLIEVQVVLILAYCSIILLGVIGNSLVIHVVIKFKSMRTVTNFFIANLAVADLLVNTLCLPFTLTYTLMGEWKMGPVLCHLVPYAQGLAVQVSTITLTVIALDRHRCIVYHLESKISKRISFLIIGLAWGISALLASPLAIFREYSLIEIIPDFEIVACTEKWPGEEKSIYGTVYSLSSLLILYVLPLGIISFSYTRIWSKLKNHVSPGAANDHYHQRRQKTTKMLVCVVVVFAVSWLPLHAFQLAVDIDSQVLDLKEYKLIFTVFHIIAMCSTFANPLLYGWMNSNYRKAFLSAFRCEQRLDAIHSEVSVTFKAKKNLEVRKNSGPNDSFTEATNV
E-sel TNF inh – blocks E-selectin expression induced by TNF alpha | HUVEC TNFa-induced E-selectin immunofluorescence, high content | inhibition, % at 2 µM | hit rate 0.71% among 120,000 | AID 1246;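 active means inhibition above the batch mean plus 3 SD, and confirmed as a hit on visual image review, cut at about 43% in these data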;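 further: 0% = TNF-stimulated DMSO wells and 100% = unstimulated control wells; not every result past the cut was called active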
HCT116 PTEN-null – PTEN-deleted cell growth suppression; HCT116 PTEN-null viability, CellTiter-Glo, 60 h; active compounds read low; viability, % at 10 µM; hit rate 1.2% among 140,000;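 active means viability at or below a set limit, 4 SD under the median of all tested compounds, cut at about 3.7% in these data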;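 further: PTEN knockout HCT116 line with beta catenin targeted HCT116 as companion control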
Phagocytosis inh – blocks phagocytosis by macrophages; inhibition, % at 5 µM; J774A.1 macrophage IgG-bead phagocytosis, imaging; hit rate 0.07% among 110,000;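 active means inhibition above the mean of the plate negative controls plus 5 SD, cut at about 13% in these data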;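 further: phagocytic index as fraction of beads internalized from green versus red external bead signal; plate controls were DMSO negative control for no effect and cytochalasin-D positive control for full effect; some results beyond the cut were filed as inactive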
Yeast growth inh – chemicals that inhibit yeast BB579 growth in restrictive medium (lifespan-shortening candidates); hit rate 0.51% among 140,000; inhibition, % at 10 µM; S. cerevisiae BB579 growth, OD615, 48 h;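 active means inhibition above a set limit, 3 SD over the mean compound inhibition, cut at about 44% in these data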; further: inactives centre near -24
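Assay system – yeast BB579 (DeaD) · Dosing – single compound dose of 10 µM, 0.25% DMSO final · Detection – OD615 turbidity measurement · Buffer or medium – CSMM-D restrictive synthetic medium containing dextrose (glucose) · Benchmarks – positive control amphotericin B 10 µg/mL · Incubation – 48 h exposure, 30 °C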
MRP1 act – activators of MRP-1; H69AR cells + doxorubicin, viability rescue, CellTiter-Glo; viability increase, % at 10 µM; hit rate 0.61% among 140,000;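 active means viability gain under doxorubicin at or above a set limit, the compound median plus 3 SD, cut at about 4.7% in these data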;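 further: MRP-1 overexpressing cells given doxorubicin 25 µM after compound pretreatment; 18-22 h compound pretreatment then 72 h with doxorubicin before readout; 0% = doxorubicin-only wells and 100% = vehicle-treated cells without doxorubicin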
Measles CPE – protection of cells from measles virus | Measles virus-infected cells, CPE protection, absorbance | protection (pct of control), % at 4 µM | hit rate 1.5% among 140,000 | AID 841; in the data active means protection mostly above about 24%, no sharp cut-off; inactive means mostly below about 26%; further: some compounds called inactive have numbers as strong as hits
Yeast life ext – extends the lifespan of yeast; S. cerevisiae growth with nicotinamide, OD615; deaD strain in restrictive glucose medium; hit rate 0.68% among 130,000; AID 775; inhibition of the nicotinamide effect, % at 10 µM;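 active means inhibition above a set limit, placed 3 SD over the median of all compounds, cut at about 26% in these data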;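 further: 0% = nicotinamide-treated wells and 100% = cells grown without nicotinamide; some compounds called inactive have numbers as strong as hits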
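Assay system: DeaD-strain S. cerevisiae. Medium: CSMM-D glucose medium, restrictive. Reagent: nicotinamide, 1.5 mM, co-present with compound. Compound: 10 µM single point, 0.25% DMSO. Schedule: culture preincubation 4 h, compound exposure 48 h, both 30 °C. Detection: absorbance at 615 nm.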
GALR2 blocker – GALR2 (human) receptor antagonism | O43603 | GALR2-expressing cells, antagonist mode | inhibition, % at 4 µM | hit rate 0.39% among 140,000; in the data active means inhibition above about 27%;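 further: cells stimulated with galanin 1-16 at roughly its EC80; 0% = agonist challenge control and 100% = basal control without agonist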
Target sequence (O43603 whole entry, looked up): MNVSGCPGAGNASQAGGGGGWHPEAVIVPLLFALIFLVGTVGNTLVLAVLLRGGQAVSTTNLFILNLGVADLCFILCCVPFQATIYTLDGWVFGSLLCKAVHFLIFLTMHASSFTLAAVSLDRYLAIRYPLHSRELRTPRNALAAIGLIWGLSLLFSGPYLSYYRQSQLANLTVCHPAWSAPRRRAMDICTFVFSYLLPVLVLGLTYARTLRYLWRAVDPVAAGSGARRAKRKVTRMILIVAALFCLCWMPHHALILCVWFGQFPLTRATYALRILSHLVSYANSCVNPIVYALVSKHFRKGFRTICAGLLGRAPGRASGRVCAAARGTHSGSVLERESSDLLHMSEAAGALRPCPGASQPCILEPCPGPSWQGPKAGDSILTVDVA
Numbers without * were called inactive; nt = no result given.

Key to letters: A = HCT116 bCat-KO; B = NPY Y2 blocker; C = E-sel TNF inh; D = HCT116 PTEN-null; E = Phagocytosis inh; F = Yeast growth inh; G = MRP1 act; H = Measles CPE; I = Yeast life ext; J = GALR2 blocker
CCOc1ccc(NC(=O)N2CCN(c3nc4ccccc4s3)CC2)cc1
  A = 90	B = 6	C = -32	D = 82	E = 2	F = -33	G = 1.5	H = 3	I = -10	J = 2
CCN(Cc1ccccc1)c1ccc(/C=N/NS(=O)(=O)c2cccc([N+](=O)[O-])c2)cc1
  A = 84	B = 3	C = 4	D = 99	E = -3	F = -37	G = -2.8	H = 8	I = 0	J = -3
COc1ccc2[nH]cc(C(=O)CN3CCCCC3C)c2c1 (configuration not stated)
  A = 95	B = 0	C = nt	D = 92	E = -1	F = -60	G = -1.5	H = 10	I = -4	J = -3
Cc1ccc(OCCCC(=O)Nc2nncs2)cc1
  A = 97	B = 13	C = nt	D = 100	E = -1	F = -28	G = -0.6	H = 12	I = -6	J = -8
Cc1cc2cc(CNC(=S)Nc3ccc(OC(F)(F)F)cc3)ccc2n1C
  A = 87	B = 10	C = -7	D = 86	E = nt	F = -27	G = -2.3	H = 14	I = 8	J = 7
Oc1ccccc1-c1cc(-c2cccc(F)c2)n[nH]1
  A = 32	B = -2	C = 10	D = 49	E = -1	F = 0	G = -2.6	H = 9	I = -14	J = 21
COc1ccc(-c2c(C)oc3cc(O)cc(O)c3c2=O)cc1OC
  A = 97	B = -1	C = -12	D = 110	E = -1	F = -33	G = -0.7	H = 19	I = -8	J = 2
CCCN(CCC)C1Sc2ccc(C(=O)OC)cc2NC1=O (configuration not stated)
  A = 90	B = 0	C = 6	D = 85	E = 1	F = -26	G = -0.3	H = 6	I = -5	J = -11
COc1ccc(CNC(=O)COC(=O)c2cc(-c3ccco3)nc3ccccc23)cc1
  A = 82	B = 6	C = 17	D = 85	E = -1	F = -36	G = -2.3	H = 5	I = -12	J = 0
O=C(Cn1cnc2c(cnn2-c2ccc(F)cc2)c1=O)NCC1CCCO1 (configuration not stated)
  A = 93	B = 0	C = nt	D = 107	E = nt	F = -34	G = -0.1	H = 27	I = -5	J = 4
O=C(Cc1ccccc1)Nc1cccc(-c2nnc(-c3ccco3)o2)c1
  A = 89	B = 1	C = 8	D = 78	E = nt	F = 0	G = 0.7	H = 5	I = -19	J = 3
COc1cc(CNCc2ccncc2)cc(Br)c1OCc1ccccc1F
  A = 16	B = 4	C = -81	D = 32	E = -3	F = -36	G = -1.9	H = 31	I = -5	J = 4
Cc1ccc(Nc2nc(N)nc(CN3CCCCCC3)n2)cc1
  A = 67	B = 3	C = -10	D = 68	E = nt	F = -46	G = 0.0	H = 15	I = -11	J = 0
Cc1nc(NCCN)c(C#N)c2c1COC(C)(C)C2
  A = 94	B = 1	C = nt	D = 101	E = nt	F = -10	G = -3.5	H = 3	I = -5	J = 6
CCCCOc1cccc(-c2nnc(N)s2)c1
  A = 93	B = 1	C = -17	D = 91	E = -1	F = -41	G = -0.9	H = 1	I = -16	J = -4
CC(C)n1c(CCC(=O)O)ccc1-c1ccccc1
  A = 91	B = -2	C = nt	D = 88	E = 0	F = 0	G = -1.6	H = 10	I = 10	J = 8
Cc1ccc(NC(=O)CSc2nc(N)c3c4c(sc3n2)CSC(C)(C)C4)cc1
  A = 36	B = 6	C = nt	D = 38	E = nt	F = -45	G = -3.7	H = 7	I = 4	J = 10
CCOCCCNCc1cccc(OC)c1
  A = 106	B = 4	C = -10	D = 101	E = 0	F = -33	G = -2.8	H = 4	I = -20	J = 8
Cc1ccccc1OCc1nc(-c2ccc(-n3cccc3)cc2)no1
  A = 76	B = 12	C = nt	D = 76	E = 0	F = 0	G = 0.4	H = 10	I = -8	J = -2
CCC(Sc1nc(C)cc(C)n1)C(=O)Nc1ccc(Cl)cn1 (configuration not stated)
  A = 92	B = 6	C = 17	D = 88	E = nt	F = -23	G = -0.4	H = 9	I = nt	J = 5
Cn1c(CNc2nc3ccccc3n2C)nc2ccccc21
  A = 94	B = 5	C = -21	D = 91	E = 2	F = -17	G = -2.6	H = 6	I = -1	J = -5
CC(C)C(C(=O)Nc1ccccc1)N1C(=O)c2ccccc2C1=O (configuration not stated)
  A = 92	B = 1	C = nt	D = 107	E = nt	F = -12	G = -1.8	H = 3	I = -1	J = -5
COc1cccc(C(=O)CSc2nc3cccnc3n2C)c1
  A = 89	B = 5	C = -7	D = 89	E = nt	F = 2	G = -0.2	H = 8	I = nt	J = 9
Cc1ccc(C(=O)NC(=S)Nc2cccc(-c3nc4ccccc4s3)c2)cc1
  A = 76	B = 4	C = nt	D = 78	E = -5	F = -21	G = -2.4	H = 13	I = -4	J = 4
CCOc1ccc(N2C(=O)C3Sc4[nH]c(=O)sc4C(/C=C/c4ccccc4)C3C2=O)cc1 (configuration not stated)
  A = 88	B = 0	C = 5	D = 93	E = -10	F = -31	G = -1.1	H = 3	I = 6	J = -73
CC(=O)Nc1ccc(OCC(O)CN2C(C)(C)CC(O)CC2(C)C)cc1 (configuration not stated)
  A = 88	B = 2	C = nt	D = 97	E = -11	F = -27	G = 1.0	H = 4	I = 4	J = -3
CCCCN(Cc1ccccc1)C(=O)C1CCN(S(=O)(=O)c2c(C)noc2C)CC1
  A = 97	B = -1	C = -6	D = 92	E = 2	F = -26	G = -0.3	H = 1	I = -6	J = 0
Cc1ccccc1NC(=O)CSc1nc(N)c(C#N)cc1C#N
  A = 106	B = 2	C = 15	D = 99	E = nt	F = -26	G = -0.9	H = 7	I = -6	J = -6
CC(C)CCNC(=O)C(c1ccco1)N(Cc1ccc(F)cc1)C(=O)c1snc(C(N)=O)c1N (configuration not stated)
  A = 67	B = 6	C = -1	D = 66	E = 0	F = -15	G = 0.7	H = 17	I = -11	J = -1
COc1ccc(CN(Cc2nc3ccccc3c(=O)[nH]2)C(=O)C(C)(C)C)cc1
  A = 103	B = 3	C = 17	D = 100	E = 0	F = -38	G = -1.1	H = 17	I = -8	J = 6
CC(C)(C)NC(=O)COC(=O)c1nsc(Cl)c1Cl
  A = 100	B = 6	C = 0	D = 99	E = nt	F = -33	G = -2.4	H = 16	I = nt	J = -5
Cc1ccc(C)c2nc(SCC(=O)NCc3cccs3)c(C#N)cc12
  A = 111	B = 0	C = 7	D = 90	E = nt	F = -35	G = -2.5	H = 7	I = -4	J = 2
CCCOc1ccc(-c2nnc(-c3cccs3)o2)cc1
  A = 74	B = 4	C = -4	D = 81	E = nt	F = -20	G = -2.5	H = 7	I = nt	J = 4
Cc1cccc2c(CC(=O)Nc3ccccc3)noc12
  A = 94	B = 1	C = nt	D = 103	E = 1	F = -26	G = 1.5	H = 23	I = -3	J = 5
O=C(NCCCN1CCCC1=O)c1cc(=O)c2ccccc2o1
  A = 89	B = 0	C = -6	D = 96	E = -2	F = -35	G = -1.9	H = 2	I = 1	J = 11
C=CCn1c(SCC(=O)N2CCc3ccccc3C2)nc2ccccc2c1=O
  A = 102	B = 5	C = -10	D = 81	E = nt	F = -58	G = -0.8	H = 23	I = -7	J = -8
Fc1ccccc1CSc1ncnc2c1oc1ccccc12
  A = 89	B = 2	C = 10	D = 95	E = 0	F = -21	G = -2.7	H = 3	I = -4	J = 10
COc1ccc(CC(=O)Nc2ccc(S(=O)(=O)Nc3nccc(C)n3)cc2)cc1
  A = 90	B = 1	C = -3	D = 97	E = 0	F = 1	G = 0.1	H = 5	I = -7	J = 7
Cc1cc2c(N)cccc2nn1
  A = 97	B = 2	C = 19	D = 101	E = -2	F = -1	G = -1.2	H = 11	I = -4	J = 1
COc1ccc(C(=O)N2CCc3cc(OC)c(OC)cc3C2)cc1OC
  A = 96	B = 3	C = nt	D = 90	E = -1	F = -8	G = -1.6	H = 5	I = -8	J = 6
CCCCCc1nc2ccccc2c(=O)n1N
  A = 96	B = 3	C = -36	D = 85	E = 0	F = -15	G = 0.5	H = 25	I = -7	J = -11
C/C(=C\C(=O)c1ccc(C)cc1)Nc1cccc(O)c1
  A = 88	B = 2	C = nt	D = 81	E = -2	F = 13	G = -4.5	H = 11	I = -11	J = -15
CC1(C)Cc2c(sc3ncn4nc(CCC(=O)O)c(=O)nc4c23)CO1
  A = 95	B = 2	C = -10	D = 96	E = 0	F = -36	G = -2.6	H = 23	I = -2	J = -2
COc1cccc(/C=N/NC(=O)CCCC(=O)Nc2ccc(Br)cc2)c1
  A = 55	B = 2	C = nt	D = 49	E = -2	F = -8	G = -1.2	H = 7	I = 4	J = 6
COC(=O)c1c(N)c(C#N)c2n1CCCCC2
  A = 98	B = 1	C = 7	D = 105	E = 0	F = -50	G = -0.9	H = 36	I = -6	J = 0
COc1ccc(-c2cc(C(=O)Nc3cccc(C(C)=O)c3)no2)cc1
  A = 97	B = 2	C = -13	D = 105	E = 3	F = -74	G = 1.0	H = 19	I = -9	J = 4
CCCS(=O)(=O)N1CCCC(C(=O)N2CCN(c3ccccn3)CC2)C1 (configuration not stated)
  A = 80	B = 2	C = 11	D = 90	E = nt	F = -34	G = -2.4	H = 4	I = -10	J = -9
CCc1cc(-c2n[nH]c(C)c2Oc2ccc(C(C)C)cc2)c(O)cc1O
  A = 54	B = 2	C = 4	D = 61	E = -1	F = 90*	G = -2.8	H = 14	I = -14	J = 1
O=C(COC(=O)CCc1nc2ccccc2n1-c1ccccc1)Nc1ccc(N2CCCCC2)cc1
  A = 91	B = 3	C = -16	D = 101	E = -5	F = -47	G = -1.6	H = 6	I = 4	J = -9
O=C(Nc1ccc2c(c1)OCCO2)c1c(F)c(F)c(F)c(F)c1F
  A = 97	B = 9	C = 10	D = 95	E = -1	F = -12	G = -4.7	H = 2	I = -9	J = 7

Results in HCT116 PTEN-null and MRP1 act, for 4 of the compounds above:
mol | HCT116 PTEN-null | MRP1 act
COc1ccc(CC(=O)Nc2ccc(S(=O)(=O)Nc3nccc(C)n3)cc2)cc1 | 97 | 0.1
Cc1cc2c(N)cccc2nn1 | 101 | -1.2
COc1ccc(C(=O)N2CCc3cc(OC)c(OC)cc3C2)cc1OC | 90 | -1.6
CCCCCc1nc2ccccc2c(=O)n1N | 85 | 0.5

3 structures already listed, ordered by formula weight, high to low:
Key to letters: A = HCT116 bCat-KO; B = NPY Y2 blocker; C = E-sel TNF inh; D = HCT116 PTEN-null; E = Phagocytosis inh; F = Yeast growth inh; G = MRP1 act; H = Measles CPE; I = Yeast life ext; J = GALR2 blocker
CC(C)CCNC(=O)C(c1ccco1)N(Cc1ccc(F)cc1)C(=O)c1snc(C(N)=O)c1N (configuration not stated)
  A = 67	B = 6	C = -1	D = 66	E = 0	F = -15	G = 0.7	H = 17	I = -11	J = -1
CC(C)C(C(=O)Nc1ccccc1)N1C(=O)c2ccccc2C1=O (configuration not stated)
  A = 92	B = 1	C = nt	D = 107	E = nt	F = -12	G = -1.8	H = 3	I = -1	J = -5
Fc1ccccc1CSc1ncnc2c1oc1ccccc12
  A = 89	B = 2	C = 10	D = 95	E = 0	F = -21	G = -2.7	H = 3	I = -4	J = 10
